aSyn yeast inh – qHTS of alpha-syn Inhibitors | Potency, µM (doses to about 46.1 µM), without a hit: top-dose growth rescue (activation), actives largely listed as activators | Yeast expressing alpha-synuclein, growth rescue, BacTiter-Glo, 24 h | 0.14% of 370,000 active; note: potency is the fitted concentration of half-maximal effect; % of control where 0% means no effect; nearly all actives have a fitted effect of over 65% in size
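Screening used galactose-induced yeast with toxic alpha-synuclein levels, exposed to compound for 24 hr at 30 deg C. Cell growth, read with BacTiter-Glo luminescence, gave the measured signal.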
EPAC1 agonist – qHTS for Agonist of cAMP-regulated guanine nucleotide exchange factor 3 (EPAC1): primary screen | Rap guanine nucleotide exchange factor 3 (Homo sapiens), O95398 | EPAC1 agonist qHTS, biochemical assay; response scale: 100% = response to 6.5 mM cAMP | Potency, µM (top dose mostly 154 µM), for inactives: at the highest dose activation, usual class: activators | 0.073% of 360,000 active; note: potency is the fitted concentration of half-maximal effect; nearly all actives have a fitted effect of over 60% in size
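EPAC1 100 nM, Rap1B–BODIPY-GDP 250 nM, unlabeled GDP 50 uM; compound titration; 5 min RT; kinetic read ex480/em540 at 5-min intervals ×30 min; data normalized to 6.5 mM cAMP agonist control.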
IL-2 act – qHTS of IL-2 Activators; IL-2 activation reporter assay, cell-based qHTS; stimulated with anti-CD3/CD4/CD28 beads; in transgenic mouse T cells; activation, % (series mostly up to about 46 µM); 0.065% of 360,000 active; in the data active = activation above about 50%; inconclusive = mostly about 30% to 49%; note: 0% is about no effect
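Readout is EGFP and DsRed signal by fluorescent plate cytometry after 18 h at 37 degrees C. Transgenic mouse T cells (750/well) received compound for 60 min before bead stimulation (anti-CD3, anti-CD4, anti-CD28); memory T cells served as non-tolerant control.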
EPAC1 antagonist – qHTS for Antagonist of cAMP-regulated guanine nucleotide exchange factor 3 (EPAC1): primary screen; Rap guanine nucleotide exchange factor 3 (Homo sapiens), O95398; EPAC1 GEF assay, Rap1b-BODIPY-GDP exchange fluorescence; Potency, µM (highest dose often 115 µM), for inactives: top-dose activity change, negative = inhibition, most hits filed as inhibitors; 0.14% of 360,000 active;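 note: potency is the fitted concentration of half-maximal effect; plate controls were vehicle for no effect and positive control for full effect; nearly all actives have a fitted effect of over 50% in size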
Abeta rescue – qHTS for compounds that reverse cellular toxicity of Amyloid beta (A-beta) peptide in yeast: Primary Screen; yeast expressing A-beta42, growth rescue, OD600, 48 h; response scale: 0% DMSO, 100% iron-clioquinol control; Potency, µM (series often up to 46.1 µM), without a hit: at the top dose growth rescue, usual class: activators; AID 1347071, 2019; 0.063% of 410,000 active; note: potency is the fitted concentration of half-maximal effect; nearly all actives have a fitted effect of over 55% in size
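Growth rescue measured by 600 nm absorbance after 48 h yeast culture at 30 C with compound. Values normalized between DMSO and an equimolar ferric chloride plus clioquinol control.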
FUS suppressor – qHTS for Suppressors of FUS Proteinopathy: Primary screen using FUS-linked yeast assay. Potency, µM (highest dose often 76.6 µM), for the others: top-dose growth rescue (activation), most hits filed as activators. AID 1347120, 2019. 0.24% of 390,000 active. S. cerevisiae FUS-expressing, growth rescue, OD600, 24 h;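 note: potency is the fitted concentration of half-maximal effect; plate controls were DMSO vehicle for no effect and reference control for full effect; nearly all actives have a fitted effect of over 55% in size; some results filed as inactive show a strong effect at the top dose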
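Toxicity suppression screen in FUS-yeast. Cells induced with 2% galactose, starting OD 0.005, treated 24hr at 30C with compounds at multiple final concentrations; growth by OD600.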
PLK1 PBD block – qHTS for Inhibitors of PLK1-PDB (polo-like kinase 1 - polo-box domain): Primary Screen. 2.8% of 360,000 active. Potency, µM, inactives show max response, negative = inhibition, actives largely listed as inhibitors. Serine/threonine-protein kinase PLK1 (Homo sapiens), P53350. Plk1 PBD binding of FITC phosphopeptide, fluorescence polarization. AID 720504, 2013; note: potency is the fitted concentration of half-maximal effect; series mostly up to about 57 µM; % is set by controls: 0 for no effect and ±100 for the full control effect; nearly all actives have a fitted effect of over 65% in size
WRN inhibitor – qHTS for Inhibitors of WRN Helicase | Bifunctional 3'-5' exonuclease/ATP-dependent helicase WRN (Homo sapiens), Q14191 | WRN helicase unwinding, fluorescent forked duplex, kinetic | Potency, µM (series often up to 114 µM), for the others: at the top dose activity change, negative = inhibition, actives largely listed as inhibitors | 0.46% of 360,000 active | AID 651768, 2012; note: potency is the fitted concentration of half-maximal effect; % is set by controls: 0 for no effect and ±100 for the full control effect; nearly all actives have a fitted effect of over 55% in size
Target sequence (Q14191 whole entry, looked up): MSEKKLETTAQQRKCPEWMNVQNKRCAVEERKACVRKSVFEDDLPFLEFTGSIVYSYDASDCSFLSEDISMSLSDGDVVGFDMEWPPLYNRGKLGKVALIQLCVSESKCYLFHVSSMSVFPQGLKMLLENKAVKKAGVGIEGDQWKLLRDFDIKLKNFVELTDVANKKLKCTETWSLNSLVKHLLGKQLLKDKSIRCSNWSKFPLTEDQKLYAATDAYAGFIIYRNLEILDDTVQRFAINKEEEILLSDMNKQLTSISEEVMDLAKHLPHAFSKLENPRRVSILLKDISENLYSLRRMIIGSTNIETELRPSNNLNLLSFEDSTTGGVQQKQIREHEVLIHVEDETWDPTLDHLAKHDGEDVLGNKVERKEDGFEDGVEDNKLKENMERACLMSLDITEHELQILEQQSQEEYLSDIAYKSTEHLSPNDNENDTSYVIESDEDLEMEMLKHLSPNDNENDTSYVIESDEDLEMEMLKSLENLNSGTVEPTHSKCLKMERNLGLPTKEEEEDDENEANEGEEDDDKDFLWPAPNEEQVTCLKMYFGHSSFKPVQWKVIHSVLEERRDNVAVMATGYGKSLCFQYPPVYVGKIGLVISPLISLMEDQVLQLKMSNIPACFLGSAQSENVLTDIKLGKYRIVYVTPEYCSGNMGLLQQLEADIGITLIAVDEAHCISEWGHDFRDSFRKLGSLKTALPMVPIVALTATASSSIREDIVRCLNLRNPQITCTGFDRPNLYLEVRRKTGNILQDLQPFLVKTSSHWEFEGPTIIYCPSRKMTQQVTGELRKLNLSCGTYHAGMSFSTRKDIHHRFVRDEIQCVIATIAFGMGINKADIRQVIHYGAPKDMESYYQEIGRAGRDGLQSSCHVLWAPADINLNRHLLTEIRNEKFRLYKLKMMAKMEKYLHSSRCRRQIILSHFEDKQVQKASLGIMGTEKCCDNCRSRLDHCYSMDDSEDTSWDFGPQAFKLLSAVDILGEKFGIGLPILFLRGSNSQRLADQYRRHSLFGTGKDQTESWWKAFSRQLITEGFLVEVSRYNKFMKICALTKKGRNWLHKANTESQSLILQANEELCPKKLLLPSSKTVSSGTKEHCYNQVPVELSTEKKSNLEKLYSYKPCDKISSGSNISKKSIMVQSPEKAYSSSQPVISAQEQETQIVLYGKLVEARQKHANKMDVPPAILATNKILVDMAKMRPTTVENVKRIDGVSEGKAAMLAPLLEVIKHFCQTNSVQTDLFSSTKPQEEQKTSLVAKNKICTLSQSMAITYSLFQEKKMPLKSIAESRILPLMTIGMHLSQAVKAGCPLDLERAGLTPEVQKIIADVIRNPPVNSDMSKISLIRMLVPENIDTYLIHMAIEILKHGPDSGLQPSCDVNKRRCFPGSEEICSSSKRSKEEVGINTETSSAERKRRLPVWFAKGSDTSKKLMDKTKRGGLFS
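Kinetic fluorescence helicase assay: unwinding of a quenched forked DNA duplex (100 nM final) with 2 mM ATP final raises red fluorescence (525/598 nm). Compounds sat 15 min at room temperature with 20 nM WRN beforehand.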
PI5P4Ka inh – qHTS for Inhibitors of phosphatidylinositol 5-phosphate 4-kinase (PI5P4K). max response, %. Phosphatidylinositol 5-phosphate 4-kinase type-2 alpha (Homo sapiens), P48426. AID 652105, 2013. PI5P4Kalpha enzyme, ADP-Glo luminescence, 60 min; active compounds read low. 1.2% of 330,000 active; active = max response of -50% or lower; inconclusive = between -30% and -50%; inactive = -30% or higher; note: value at the top dose of about 77 µM; % is set by controls: 0 for no effect and ±100 for the full control effect
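Controls without substrate or without enzyme flank wells where PI5P4Kalpha converts substrate using 5 microM ATP (final). Incubation lasts 60 minutes at room temperature; ADP formed is read by ADP-Glo luminescence.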
Numbers without * were called inactive; ? = inconclusive; / = no result given; & = joins results of further samples; [ ] = remark or other dose. Unless noted, calls come from the whole dose curve; as a rule, active = well fitted curve in the direction sought with a large enough effect; inconclusive = small, poorly fitted or top-dose-only effect, or another doubt; inactive = no such curve, though single readings can be large; an effect the other way counts as inactive or inconclusive. An unsorted share of the library (roughly 4.1% active in at least one column).

SMILES	aSyn yeast inh	EPAC1 agonist	IL-2 act	EPAC1 antagonist	Abeta rescue	FUS suppressor	PLK1 PBD block	WRN inhibitor	PI5P4Ka inh
CCCCn1c(N)c(N(CC)C(=O)C(c2ccccc2)c2ccccc2)c(=O)[nH]c1=O	-1.6%	4.8%	-0.7	10.8%	10.0%	-29.4%	-1.5%	1.5%	0.1
Cc1cc(SC(C)C(=O)NCC(=O)Nc2ccc(F)c(F)c2F)nc2ccccc12 (stereo not drawn)	-0.5%	1.1%	-0.2	7.3%	1.6%	-4.2%	-25.4%	7.0%	-1.7
CC(=O)c1sc(NC(=O)c2cc3c(C)nn(-c4ccccc4)c3s2)nc1C	-0.2%	1.9%	-1.5	21.9%	3.1%	4.6%	-4.5%	3.7%	0.0
Cc1c(C(=O)NC(C(C)C)C(C)C)cccc1[N+](=O)[O-]	-1.0%	-7.5%	0.6	-9.3%	-9.8%	/	-13.5%	13.4%	7.6
O=C(Nc1cccc(F)c1)N(Cc1ccc(Cl)cc1)CC(O)C(F)(F)F (stereo not drawn)	-5.8%	-7.3%	-2.8	-15.9%	-1.9%	13.9%	2.4%	-0.7%	-3.1
CCC1(CC)NC(=O)N(CC(=O)N2N=C(c3ccc(Cl)cc3)CC2c2ccco2)C1=O (stereo not drawn)	-1.0%	8.5%	-4.1	-17.0%	-8.8%	44.5%	-10.6%	-10.6%	?
CN=C1CC(C)(C)CC(=O)/C1=C(/O)CCCN1C(=O)c2ccccc2C1=O	1.3%	3.4%	-1.0	2.8%	-11.1%	6.9%	-16.7%	5.5%	-1.8
COc1ccccc1CCNC(=O)c1ccoc1C	-16.0%	-0.4%	2.5	2.4%	-32.9%[inhibitor]	3.8%	-5.0%	-21.4%	/
CC1=C(OC(=O)c2ccccc2)C(C)(C)C(c2ccc(Br)cc2)OC1=O (stereo not drawn)	-13.2%	0.4%	0.4	14.7%	33.1%	-10.4%	-7.5%	-14.2%[57.1 µM]	8.5
COc1ccc(C(CNC(=O)c2cccc(NS(=O)(=O)c3ccccc3)c2)N2CCCC2)cc1 (stereo not drawn)	-2.6%	-8.8%	0.0	-12.6%	-5.2%	8.3%	0.2%	2.7%	3.9
CC(C)c1ccc(SCc2noc(C(=O)NCC3CCCO3)c2C(=O)O)cc1 (stereo not drawn)	-9.2%	-10.4%	-0.6	-15.7%	-4.8%	-15.0%	-10.7%	-0.3%	-13.3
COc1ccc(NC(=O)c2ccco2)cc1NC(=O)c1ccc(Br)o1	-1.4%	1.6%	-2.1	12.3%	-8.2%	26.3%	-6.9%	4.7%	/
O=C(Nc1ccccc1Cl)c1sccc1-c1ccccc1	-0.6%	16.7%	-0.5	-18.3%	-25.4%	15.0%	6.8%	-9.3%	21.5
COc1ccc(NC(=O)CCNC(=O)c2ccccc2Cl)cc1OC	3.4%	4.3%	-3.3	21.5%	10.2%	-34.0%	1.6%	-3.0%	1.1
Cc1ccc(C(=O)Nc2ccsc2C(=O)O)cc1	-8.7%	6.7%	-1.3	-5.4%	-8.3%	-18.6%	-11.7%	-11.4%	?
COc1ccc(NC(=O)c2cc(-c3cc(C)cs3)[nH]n2)cc1OC	-12.6%	5.4%	-0.1	-6.4%	3.1%	4.4%	-2.2%	-8.4%	-5.1
C(=N\NC(=Nc1ccccc1)c1ccccn1)/c1ccccn1	7.9%	-13.6%	-3.1	-1.5%	-9.8%	/	-0.7%	0.3%	0.1
N#Cc1ccccc1S(=O)(=O)N1CCN(C(=O)CN(Cc2ccco2)Cc2cccs2)CC1	-4.7%	5.4%	-2.1	-4.6%	4.7%	-11.8%	-11.5%	5.6%	-0.6
COc1cc(C(O)c2nc3ccccc3s2)cc(OC)c1OC (stereo not drawn)	-2.1%	10.1%	-2.3	5.1%	2.5%	-17.2%	-7.5%	-0.6%	1.5
COc1cc(/C=C2/SC(N)=NC2=O)ccc1Oc1ccc([N+](=O)[O-])cc1[N+](=O)[O-]	-3.7%	-5.7%	-3.4	-1.2%	7.8%	3.8%	-7.4%	-22.0%	-22.0
Cc1ccc(NC(=O)COC(=O)[C@H](C)NC(=O)c2ccccc2)cc1S(=O)(=O)N1CCOCC1	1.6%	8.2%	-1.0	-24.2%	-5.7%	15.4%	-12.2%	7.5%	0.4
O=C(NC(=S)Nc1ccc(O)cc1)C1CCCC1	0.1%	16.9%	-0.1	-9.3%	25.7%	-10.8%	-8.1%	-6.7%	-1.4
Cc1ccc(C)c(S(=O)(=O)N2CCN(C(=O)c3ccc(C)s3)CC2)c1	?	3.8%	-1.2	-11.2%	18.4%	20.7%	-4.4%	-20.7%	-6.7
CC1=CC(Cc2ccccc2)N(C)C(C(N)=O)C1 (stereo not drawn)	-3.7%	7.0%	-0.4	0.8%	-17.0%	-11.2%	-6.2%	-6.0%	-6.3
Cc1ccc(C)c(NC(=O)COC(=O)CCc2ccc(S(=O)(=O)N3CCOCC3)cc2)c1	-0.9%	-7.2%	-1.9	1.3%	-3.9%	12.7%	-15.8%	0.4%	6.4
C#CCn1ccc(O)c(Cc2c(F)cccc2Cl)c1=O	1.0%	-8.0%	-1.1	-0.8%	0.0%	27.3%	-4.2%	-24.8%	3.6
COC(=O)C(Cc1ccc(O)cc1)NC(=O)c1ccc2c(c1)OCCO2 (stereo not drawn)	-4.4%	16.8%	0.2	11.9%	-0.6%	-6.7%	-6.0%	3.5%	-2.7
O=S(=O)(c1ccc(NCC2CCCCC2)nc1)N1CCOCC1	-0.1%	4.1%	-1.5	12.1%	11.5%	9.3%	-6.8%	-7.1%	8.2
CCOc1ccc2c(c1)c1nnc(SCC(=O)N3CCCCC3C)nc1n2C (stereo not drawn)	2.5%	2.6%	-1.8	-4.3%	-5.2%	0.2%	-11.7%	-9.1%	-1.1
c1ccc2c(c1)nc(Nc1ccc(N3CCCCC3)cc1)c1nncn12	2.1%	-0.4%	-0.5	-23.0%	-6.4%	18.9%	-5.3%	-5.7%	0.9
O=S(=O)(Cc1ccccc1)NC1c2ccccc2Oc2ccccc21	-6.8%	4.4%	-1.0	-4.4%	23.9%	-0.4%	-2.0%	-2.1%	-6.0
NCC(O)CN(c1ccccc1)c1ccccc1 (stereo not drawn)	-1.5%	-9.1%	-0.5	-4.6%	-5.5%	-15.0%	-2.3%	7.4%	-0.3
Cc1ncc(CN2CCCC(CCC(=O)NCc3ccc(F)c(F)c3)C2)s1 (stereo not drawn)	-1.1%	-3.9%	0.0	-0.3%	-5.2%	8.1%	5.9%	3.9%	0.9
c1cc(-c2cc3cc(N4CCOCC4)ccc3o2)cs1	0.6%	-8.1%	0.4	-3.5%	8.4%	-17.9%	4.3%	-3.9%	-3.0
Cc1ccccc1OCCn1cc(C(=O)O)c2ccccc21	1.3%	-4.8%	0.1	-2.2%	7.7%	14.5%	-16.4%	3.7%	0.0
O=C1CSc2ccc(C(=O)NCCc3ccc(Cl)cc3Cl)cc2N1	7.4%	7.2%	0.5	-15.4%	-4.4%	-10.6%	-29.0%	-1.6%	-24.0
O=C(O)C(Cc1ccccc1)N1C(=O)/C(=C/c2cccnc2)SC1=S (stereo not drawn)	13.4%	0.3%	-0.7	?	15.5%	3.2%	-0.5%	-12.1%	-14.6
CC(=O)/C=C(/C)NC(Cc1c[nH]c2ccccc12)C(=O)O (stereo not drawn)	-1.8%&3.4%	-7.3%&5.7%	-3.1&-1.6	9.8%&-4.3%	19.7%&19.0%	3.7%&-8.6%	0.5%&-1.3%	-17.2%&-11.5%	10.9
O=C(Nc1cccc2c1CCCC2)C1CCN(c2nnnn2-c2ccccc2)CC1	12.8%	4.9%	-0.3	-6.6%	16.1%	4.9%	3.0%	0.2%	-4.6
CCc1cccc(NC(=S)N(CCCOC(C)C)C2CCN(C(C)=O)CC2)c1	-1.7%	0.1%	-2.3	-1.6%	-0.2%	26.3%	1.9%	3.3%	9.1
Cc1cc(=O)[nH]c(SCC(=O)Nc2ccc(Br)cc2)c1C#N	-8.6%	-2.7%	-2.0	3.7%	-6.6%	-40.3%	?	-14.4%	-22.4
COc1ccc(NC(=O)Cc2nnc(SCC(=O)NC3CCCCC3)n2C)cc1	-5.4%	-6.1%	-2.4	-4.0%	-14.3%	11.7%	?	1.6%	-1.9
N[C@H]1C(O)O[C@H](CO)[C@@H](O)[C@@H]1O (stereo partly drawn)	-5.4%	-6.6%	-0.1	2.1%	-20.6%	-37.4%	-7.6%	-0.2%	3.1

Three entries already listed, sorted by molecular weight, ascending.
SMILES	aSyn yeast inh	EPAC1 agonist	IL-2 act	EPAC1 antagonist	Abeta rescue	FUS suppressor	PLK1 PBD block	WRN inhibitor	PI5P4Ka inh
CC(=O)/C=C(/C)NC(Cc1c[nH]c2ccccc12)C(=O)O (stereo not drawn)	-1.8%&3.4%	-7.3%&5.7%	-3.1&-1.6	9.8%&-4.3%	19.7%&19.0%	3.7%&-8.6%	0.5%&-1.3%	-17.2%&-11.5%	10.9
CC1=C(OC(=O)c2ccccc2)C(C)(C)C(c2ccc(Br)cc2)OC1=O (stereo not drawn)	-13.2%	0.4%	0.4	14.7%	33.1%	-10.4%	-7.5%	-14.2%[57.1 µM]	8.5
COc1ccc(C(CNC(=O)c2cccc(NS(=O)(=O)c3ccccc3)c2)N2CCCC2)cc1 (stereo not drawn)	-2.6%	-8.8%	0.0	-12.6%	-5.2%	8.3%	0.2%	2.7%	3.9
